# High-throughput results deposited in PubChem by several laboratories.
# SIAH1 antagonists: Siah-1 peptide-binding antagonists, primary screen, biochemical, fluorescence polarization, rhodamine-plectin, uHTS (AID 1817) | Siah-1 / rhodamine-plectin peptide fluorescence polarization; higher % means a stronger effect | displacement, % at 20 µM; hits with a dose series show IC50 in µM | 0.02% of 290,000 active;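 active = displacement of at least 50% at 20 µM, with a fluorescence ratio check between 0.3 and a set limit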;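 note: plate controls were Siah plus tracer with DMSO for no effect and tracer alone without Siah for full effect; strong numbers were not always called active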
# PMI inhibition: human PMI inhibitors, high substrate, primary screen, biochemical, fluorescence intensity, high mannose 6-phosphate (AID 1220). recombinant PMI enzyme, coupled fluorescence intensity; higher % means a stronger effect. inhibition, % at 20 µM; hits with a dose series show IC50 in µM. 0.66% of 190,000 active
# M1AAP inhibition: P. falciparum M1AAP inhibitors, biochemical, fluorogenic H-Leu-NHMec substrate, 1536-well (AID 1445). recombinant M1AAP, H-Leu-NHMec fluorogenic kinetic assay; higher % means a stronger effect. one-dose inhibition, % at 30 µM; IC50 in µM for titrated hits. 0.42% of 220,000 active;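 active = primary inhibition above the hit cutoff, then over 50% inhibition at one or more dose response concentrations, cut at about 23% in these data, passing the limit was not always enough; inconclusive = conflicting primary data, or primary hits not chosen for dose response; inactive = low primary inhibition, or under 50% at every dose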;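 note: plate controls were DMSO full reaction for no effect and no enzyme background for full effect; strong numbers were not always called active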
# M17LAP inhibition: P. falciparum M17LAP inhibitors, primary screen, biochemical, fluorogenic H-Leu-NHMec substrate, 1536-well (AID 1619). 0.38% of 220,000 active. inhibition, % at 30 µM, or IC50 in µM where a hit was titrated. recombinant M17LAP, H-Leu-NHMec fluorogenic kinetic assay; higher % means a stronger effect;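 active = compound inhibiting the enzyme by more than half at any dose during confirmatory dose-response retesting; inconclusive = strong single-dose inhibitors picked by rank but not retested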;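 note: plate controls were full reaction with DMSO carrier for no effect and no enzyme background for full effect; strong numbers were not always called active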
# Dynein cargo inh: blocks dynein driven cargo transport along microtubules; 3617.4 mouse cells, GR-EGFP nuclear translocation imaging; test concentration mostly 20 µM; stimulated with dexamethasone, 1 µM; active compounds read low; 0.47% of 220,000 active; z-score, hits read low;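 active = plate z-score of nuclear minus cytoplasmic receptor signal below a set negative limit, without overly bright fluorescence or cell loss, cut at about -3.5 in these data, passing the limit was not always enough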;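 note: z-score of nuclear minus cytoplasmic ring GR-EGFP intensity difference per well; some compounds called inactive have numbers as strong as hits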
#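 Buffer or medium: tet-free, stripped-serum medium; Also added: dexamethasone, 1.0 µM final; Technique: high-content fluorescence imaging after fixation; Times: 48 h induction, 1 h compound, 30 min dex at 37 °C; Read-out: per-cell GR-EGFP intensity, nucleus versus surrounding cytoplasmic ring, well-averaged.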
# XIAP displacement: small molecules displacing peptide from XIAP – biochemical, IAP family, fluorescence polarization (AID 1018). XIAP BIR domain, fluorescence polarization peptide displacement; higher % means a stronger effect. displacement, % at 20 µM; hits with a dose series show IC50 in µM. 0.007% of 200,000 active; in the data active = displacement above about 50%; note: a part of the inactive calls stands beside numbers as strong as those of hits
# LYP phosphatase: PTPN22 lymphoid phosphatase activity blockers – biochemical, fluorescence intensity, uHTS (AID 1779). 0.054% of 290,000 active. recombinant LYP phosphatase, fluorescence intensity; higher % means a stronger effect. one-dose inhibition, % at 11.5 µM; IC50 in µM for titrated hits;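 note: plate controls were vehicle with enzyme for no effect and no enzyme for full effect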
# AID2073: disruptors of CaV2.2 binding to Mint1 – biochemical, HTRF (AID 2073) | HTRF protein-protein interaction, Mint1-CaV2.2; higher % means a stronger effect | one-dose inhibition, % at 20 µM; IC50 in µM for titrated hits | 0.19% of 290,000 active; in the data active = inhibition mostly above about 51%, no sharp cut-off; inconclusive = no clear call, values can overlap the other calls; inactive = mostly below about 53%; note: some results filed as inactive read as strong as hits
# human PMI inhibition: MPI enzyme activity inhibition – biochemical, fluorescence intensity, coupled assay, primary screen (AID 1209); purified PMI enzyme, coupled fluorescence intensity; higher % means a stronger effect; inhibition, % at 20 µM; hits with a dose series show IC50 in µM; 0.42% of 190,000 active;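 note: plate controls were DMSO vehicle for no effect and wells lacking substrate for full effect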
# Dynein cargo inh cytoplasmic EGFP: recorded beside Dynein cargo inh, whose call it bears; z-score; measured here: cytoplasmic GR-EGFP intensity; active compounds read high
# Dynein cargo inh nuclear GR-EGFP: further read-out of Dynein cargo inh, marked with its call; z-score; measured here: nuclear GR-EGFP intensity;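 lower value marks the stronger effect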
# Dynein cargo inh cell count: second read-out of Dynein cargo inh, no call of its own (marks repeat the call); z-score; measured here: cell count per field
# * = called active by the depositor; ? = inconclusive; · = no result given. Cut-off read from the data, not from the text of the source, unless noted: active = inhibition above about 50%; inactive = the rest.
SMILES,SIAH1 antagonists,PMI inhibition,M1AAP inhibition,M17LAP inhibition,Dynein cargo inh,Dynein cargo inh cytoplasmic EGFP,Dynein cargo inh nuclear GR-EGFP,Dynein cargo inh cell count,XIAP displacement,LYP phosphatase,AID2073,human PMI inhibition
CN(C)CCCn1c(=O)n(CCc2ccccc2)c(=O)c2c3c(sc21)CCCCC3,-4%,·,2%,-7%,3.4,0.86,2.5,-4.5,·,-9%,3%,·
COC(=O)c1ccc2c(c1)N(Cc1nc(-c3cccc(C)c3)oc1C)C(=O)C1CCCN21 (stereo unspecified),-7%,-17%,7%,7%,-1.3,0.46,-0.52,0.39,-12%,3%,25%,-4%
S=C(NCc1cccnc1)NCc1cccnc1,7%,7%,-5%,-13%,0.71,-0.2,0.49,0.19,-5.8%,-7%,-4%,2%
O=C(COC(=O)CCCc1nc2ccccc2s1)Nc1ncc(Cl)cc1Cl,-5%,-25%,8%,12%,1.4,0.19,1.1,-1.5,-10%,-1%,8%,-13%
Cc1cc(C(=O)COc2ccc(F)cc2Br)c(C)n1C,-2%,11%,-2%,0%,0.46,-0.33,0.5,0.02,-8.7%,-3%,-7%,10%
CCn1cc(C(=O)N2CCc3ccccc32)c(=O)c2cc(S(=O)(=O)N3CC(C)CC(C)C3)ccc21 (stereo unspecified),0%,20%,8%,8%,-0.52,-0.27,0.59,0.21,-10%,7%,6%,19%
CCCCN(c1ccccc1)c1ncnc(N)c1[N+](=O)[O-],3%,2%,-2%,-9%,0.058,-0.073,0.55,1.2,-2.3%,9%,-1%,2%
COc1ccc(S(=O)(=O)NC2(C(F)(F)F)N=C(c3ccccc3)NC2=O)cc1 (stereo unspecified),6%,-10%,7%,11%,0.17,-0.27,0.71,-0.13,2.3%,-6%,2%,-8%
O=C(COc1ccc2c(c1)CCC2)N1CCN(c2ccccc2F)CC1,0%,6%,-1%,5%,0.46,-0.24,0.35,-0.66,-2.5%,-6%,-2%,16%
COC(=O)c1cc2c(ccn2-c2ccc(F)cc2)n1CC(=O)C(C)(C)C,-1%,17%,5%,2%,0.48,-0.12,0.28,-1.2,-6.3%,1%,8%,8%
CCCN(CCC)c1nc2ccccc2n2c(C)nnc12,-3%,10%,-3%,3%,0.31,-0.23,0.55,-0.17,-4.3%,0%,-1%,11%
CC(=O)c1c(C)[nH]c(C(=O)N2CCN(c3ncccn3)CC2)c1C,-1%,1%,9%,7%,-0.61,-0.17,-0.3,-0.051,-6.8%,-8%,-4%,2%
CCN1CCN(C(C)C(=O)NC2CCCCC2)CC1 (stereo unspecified),11%,·,-3%,0%,-0.051,-0.78,-0.17,-0.45,·,-4%,2%,·
O=C(Oc1cccc(C(=O)N2CCOCC2)c1)c1ccc(Br)cc1,1%,0%,-4%,-10%,-0.58,-0.17,-0.18,0.46,-1.3%,-7%,3%,-6%
COC(=O)[C@H](CC(C)C)NC(=O)N1CCC(C)CC1,1%,·,2%,-10%,-0.034,-0.26,-0.079,0.1,·,-6%,-7%,·
C/C=C/C(=O)Nc1cccc(C2=NOC3(C2)C[C@@H](C(N)=O)N(C(=O)c2cc([N+](=O)[O-])cc([N+](=O)[O-])c2C)C3)c1 (stereo partly specified),-5%,·,-3%,-4%,0.88,-0.71,0.75,-0.98,·,-13%,-2%,·
O=C(Nc1ccc(Oc2ccc3c(c2)C(=O)N(c2ccc(O)cc2)C3=O)cc1)c1cccs1,6%,1%,3%,0%,0.79,-0.19,0.21,-0.33,-1.0%,-3%,54%,16%
CCOc1ncccc1C(=O)OCC(=O)c1ccccc1,-2%,-8%,-3%,-3%,0.3,-0.16,0.35,0.17,-1.6%,-2%,-9%,-3%
CN(CCc1ccccn1)C(=O)CCC1CCCN(Cc2ccccc2OC(F)F)C1 (stereo unspecified),-4%,5%,3%,0%,-0.054,-0.31,0.25,0.033,-4.0%,-7%,2%,11%
Cc1nonc1CN(C)C(=O)CC1C(=O)NCCN1Cc1ccccc1C(F)(F)F (stereo unspecified),4%,30%,4%,6%,-0.23,-0.092,-0.013,1.1,-2.4%,-9%,-20%,4%
O=C(Nc1nc(-c2cccc(Br)c2)cs1)Oc1ccccc1,4%,7%,3%,2%,0.3,0.095,0.73,0.8,-4.6%,-3%,-5%,3%
CCc1cccc(NC(=O)c2ccc(Br)o2)c1,-3%,-2%,-5%,-6%,-0.65,-0.07,-0.24,1.1,-4.6%,-5%,-4%,4%
O=C(NC(=S)Nc1ccccc1N1CCOCC1)c1ccc([N+](=O)[O-])cc1,1%,6%,6%,-1%,-0.66,-0.28,-0.79,0.65,-1.2%,-4%,-4%,4%
Cc1ccccc1NC(=S)C1=C(O)c2sccc2N(C)S1(=O)=O,-1%,17%,3%,24%,0.39,-0.23,0.27,0.33,-6.8%,0%,52%,38%
O=C(O)CC12CC3CC(C1)CC(n1ncc(NCC4CCCO4)c(Cl)c1=O)(C3)C2 (stereo unspecified),10%,·,-3%,2%,-0.24,-0.29,-0.14,0.65,·,-4%,4%,·

# Gathered by group: the compounds so far containing a Cl atom (2)
SMILES,SIAH1 antagonists,PMI inhibition,M1AAP inhibition,M17LAP inhibition,Dynein cargo inh,Dynein cargo inh cytoplasmic EGFP,Dynein cargo inh nuclear GR-EGFP,Dynein cargo inh cell count,XIAP displacement,LYP phosphatase,AID2073,human PMI inhibition
O=C(COC(=O)CCCc1nc2ccccc2s1)Nc1ncc(Cl)cc1Cl,-5%,-25%,8%,12%,1.4,0.19,1.1,-1.5,-10%,-1%,8%,-13%
O=C(O)CC12CC3CC(C1)CC(n1ncc(NCC4CCCO4)c(Cl)c1=O)(C3)C2 (stereo unspecified),10%,·,-3%,2%,-0.24,-0.29,-0.14,0.65,·,-4%,4%,·

# New compounds follow.
SMILES,SIAH1 antagonists,PMI inhibition,M1AAP inhibition,M17LAP inhibition,Dynein cargo inh,Dynein cargo inh cytoplasmic EGFP,Dynein cargo inh nuclear GR-EGFP,Dynein cargo inh cell count,XIAP displacement,LYP phosphatase,AID2073,human PMI inhibition
CC1CCCCN1C(=S)NCCc1ccccc1 (stereo unspecified),-2%,-2%,0%,-7%,0.28,-0.21,0.82,0.64,-3.3%,-9%,-35%,-3%
C=CCN(CC=C)C(=O)c1cc(Cl)ccc1[N+](=O)[O-],-1%,10%,-2%,-4%,-0.03,0.23,0.21,0.45,-9.7%,0%,-3%,7%
CCOC(=O)Cn1nc(-c2ccc(C)cc2)c2ccccc2c1=O,0%,·,9%,4%,-0.31,-0.35,0.14,0.58,-2.2%,-2%,-1%,·
NC(=O)c1ccccc1OCC(=O)NC12CC3CC(CC(C3)C1)C2,-2%,-11%,7%,11%,-0.42,-0.18,-0.42,0.49,-0.9%,-8%,-4%,1%
CC(C)N(C(=O)c1ccc2nc(-c3ccccc3)c(-c3ccccc3)nc2c1)C(C)C,-8%,9%,3%,9%,-0.086,-0.31,-0.22,0.12,-2.4%,-8%,-5%,18%
CC(C)OCCCNC(=O)C1CCC(CNS(=O)(=O)c2ccc(Cl)cc2)CC1 (stereo unspecified),16%,-2%,6%,2%,-0.3,-0.26,0.73,0.34,-7.7%,-3%,-8%,-3%
CCc1cc[n+](-c2nc([O-])sc2C=O)cc1,5%,27%,6%,-23%,-1.3,-0.13,-0.15,0.49,-11%,-5%,-2%,-1%
COc1cccc(NC(=O)C(Sc2nnc(-c3ccncc3)n2-c2ccc(Cl)cc2)c2ccccc2)c1 (stereo unspecified),10%,21%,-2%,-1%,0.64,-0.087,0.12,-0.46,-6.9%,8%,15%,24%
O=C(NCC1CCCO1)c1ccc2c(=O)n(Cc3ccc(Cl)cc3)c(=S)[nH]c2c1 (stereo unspecified),19%,10%,7%,-3%,-0.53,-0.28,-0.21,0.39,-4.8%,-6%,7%,-9%
Cc1ccccc1NC(=O)/C=C1\SC(=O)NC1=O,1%,-33%,5%,-24%,-0.3,-0.29,-0.099,0.5,-2.6%,-12%,?,-35%
CCCCNC(=O)C1CCN(c2nc(C)cc(C)n2)CC1,-1%,6%,2%,-7%,-0.58,-0.22,0.42,-0.16,-5.6%,-8%,-6%,5%
CCCn1c2ccccc2c2cc(C(=O)O)ccc21,-2%,9%,-1%,13%,-0.32,-0.23,-0.0027,0.55,-4.5%,-3%,4%,1%
O=C(NC(=S)Nc1ccc(N2CCOCC2)cc1)c1ccco1,-11%,14%,8%,-2%,-0.14,-0.25,-0.13,-0.46,-7.1%,-6%,-19%,19%
CCN(CC)c1ccc(NC(=O)c2cc(Cl)ccc2OC)cc1,1%,15%,4%,7%,-0.57,0.73,-0.38,0.4,-7.0%,-3%,-8%,18%
CSc1sc(C)cc1C=O,-8%,4%,4%,1%,-0.8,-0.069,-0.41,0.54,0.0%,-3%,43%,-4%
Cc1cccc(NC(=S)Nc2ccc(Br)cc2)c1,0%,2%,14%,9%,-0.25,-0.18,-0.52,0.13,-3.4%,6%,-36%,4%
CCN1CCN(CCCNc2ncnc3nc[nH]c23)CC1,2%,4%,-6%,-1%,-0.28,-0.013,0.17,-1.7,-3.3%,-7%,9%,6%
Cc1cc(N2CCOCC2)nc(-c2ccccc2O)n1,4%,13%,5%,3%,-0.42,-0.23,-0.43,0.48,-6.6%,-5%,10%,15%

# Some of these compounds in order of length of the SMILES, smallest number first:
SMILES,SIAH1 antagonists,PMI inhibition,M1AAP inhibition,M17LAP inhibition,Dynein cargo inh,Dynein cargo inh cytoplasmic EGFP,Dynein cargo inh nuclear GR-EGFP,Dynein cargo inh cell count,XIAP displacement,LYP phosphatase,AID2073,human PMI inhibition
CSc1sc(C)cc1C=O,-8%,4%,4%,1%,-0.8,-0.069,-0.41,0.54,0.0%,-3%,43%,-4%
Cc1cc(N2CCOCC2)nc(-c2ccccc2O)n1,4%,13%,5%,3%,-0.42,-0.23,-0.43,0.48,-6.6%,-5%,10%,15%
CCCCNC(=O)C1CCN(c2nc(C)cc(C)n2)CC1,-1%,6%,2%,-7%,-0.58,-0.22,0.42,-0.16,-5.6%,-8%,-6%,5%
CCOC(=O)Cn1nc(-c2ccc(C)cc2)c2ccccc2c1=O,0%,·,9%,4%,-0.31,-0.35,0.14,0.58,-2.2%,-2%,-1%,·
NC(=O)c1ccccc1OCC(=O)NC12CC3CC(CC(C3)C1)C2,-2%,-11%,7%,11%,-0.42,-0.18,-0.42,0.49,-0.9%,-8%,-4%,1%
O=C(NCC1CCCO1)c1ccc2c(=O)n(Cc3ccc(Cl)cc3)c(=S)[nH]c2c1 (stereo unspecified),19%,10%,7%,-3%,-0.53,-0.28,-0.21,0.39,-4.8%,-6%,7%,-9%
